Screening data deposited in PubChem BioAssay by Sanford-Burnham Center for Chemical Genomics.
SENP8 block – blocks human SENP8 cleavage of Nedd8 substrate. Q96LD8. recombinant SENP8, Nedd8 substrate fluorescence. inhibition, % at 20 µM. 360,000 compounds, 0.64% hits. AID 602440; in the data active = inhibition mostly above about 40%, no sharp cut-off; inactive = mostly below about 27%
hIAP activ – human IAP activation; P09923; purified human IAP, CDP-Star luminescence, 30 min; hits give high values; 1 = vehicle-only enzyme, 0 = enzyme-free background; activation factor at 10 µM; 330,000 compounds, 0.16% hits; AID 2524;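 active = activation factor of the enzyme at least 2-fold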; note: the source names both 10 and 20 µM as test concentration; values of inactives mirror those of a sister screen read the other way
Target sequence (P09923 whole entry, looked up): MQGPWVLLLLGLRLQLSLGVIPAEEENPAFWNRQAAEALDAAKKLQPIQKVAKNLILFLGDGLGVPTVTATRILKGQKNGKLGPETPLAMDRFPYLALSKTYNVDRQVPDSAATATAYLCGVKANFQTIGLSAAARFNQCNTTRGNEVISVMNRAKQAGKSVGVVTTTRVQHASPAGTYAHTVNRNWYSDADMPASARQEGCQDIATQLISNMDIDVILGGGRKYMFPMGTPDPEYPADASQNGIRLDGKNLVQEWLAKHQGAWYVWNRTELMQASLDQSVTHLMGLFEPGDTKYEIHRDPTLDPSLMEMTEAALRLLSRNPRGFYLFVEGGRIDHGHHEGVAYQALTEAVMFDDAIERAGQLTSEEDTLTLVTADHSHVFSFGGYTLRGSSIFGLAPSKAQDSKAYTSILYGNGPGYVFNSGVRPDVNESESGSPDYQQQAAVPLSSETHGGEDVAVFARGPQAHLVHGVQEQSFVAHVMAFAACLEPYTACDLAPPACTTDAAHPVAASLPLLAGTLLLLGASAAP
ATG4B inhibitor – ATG4B (human) cysteine protease inhibition; ATG4B cleavage of LC3-PLA2, NBD-HPC fluorescence, 1 h; inhibition, % at 8.33 µM; 340,000 compounds, 0.51% hits; AID 504462; in the data active = inhibition above about 40%
PfGluPho inh – PfG6PD (Plasmodium falciparum) enzyme inhibition; 350,000 compounds, 0.78% hits; PfGluPho enzyme, NADPH resazurin-diaphorase fluorescence; inhibition, % at 20 µM;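 active = inhibition reaching at least a set limit at 20 µM in the primary screen, cut at about 59% in these data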;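 note: 0% = DMSO wells with substrate and 100% = DMSO wells lacking glucose-6-phosphate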
SENP1 FRET inh – inhibitors of human SENP1 SUMO protease catalytic domain; Q9P0U3; recombinant SENP1 catalytic domain, CyPet-SUMO1-YPet FRET cleavage; inhibition, % at 10 µM; 360,000 compounds, 0.21% hits;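 active = inhibition at least 30% at 10 µM, raw YFP signal under a set limit, fluorescence ratio 0.5 to 1.5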;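 note: 0% = enzyme with DMSO and 100% = no enzyme wells; some results filed as inactive read as strong as hits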
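System: Recombinant human SENP1 catalytic domain, His6-tagged | Incubation: Enzyme reaction for 50 min at room temperature, dark | Medium: Tris pH 8 with BME, BSA, NP40 and catalase | Also added: 25 nM SUMO1 FRET substrate | Compound: 10 µM single point, 0.5% DMSO | Measured by: FRET fluorescence in CFP and YFP emission channels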
SENP6 block – blocks the human protease SENP6. AID 2599. Q9GZR1. 330,000 compounds, 1.8% hits. Recombinant SENP6 catalytic domain, aminoluciferin luminescence. inhibition, % at 10 µM;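 active = inhibition above about 50% at the single tested dose, limit read from the data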;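 note: plate controls were DMSO wells with enzyme for no effect and DMSO wells lacking enzyme for full effect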
Target sequence (Q9GZR1 628-1112 limits assumed): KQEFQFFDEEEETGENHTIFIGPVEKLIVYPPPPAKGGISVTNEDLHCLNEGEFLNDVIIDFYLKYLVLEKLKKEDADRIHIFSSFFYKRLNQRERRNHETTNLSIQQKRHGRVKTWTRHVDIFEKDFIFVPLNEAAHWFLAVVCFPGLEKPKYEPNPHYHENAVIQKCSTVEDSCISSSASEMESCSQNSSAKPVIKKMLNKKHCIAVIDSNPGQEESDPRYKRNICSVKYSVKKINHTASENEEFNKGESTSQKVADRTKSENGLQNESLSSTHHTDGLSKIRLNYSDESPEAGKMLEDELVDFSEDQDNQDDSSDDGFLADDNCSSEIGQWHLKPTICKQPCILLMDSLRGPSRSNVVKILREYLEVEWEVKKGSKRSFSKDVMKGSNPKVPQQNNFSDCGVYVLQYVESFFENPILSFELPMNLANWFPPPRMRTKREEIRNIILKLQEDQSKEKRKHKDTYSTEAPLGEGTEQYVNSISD
GRIN3A LBD mod – modulates the human NR3A ligand-binding domain | NR3A LBD differential scanning fluorimetry, Tm shift; 0% = protein alone, 100% = glycine-bound protein | Tm shift relative to glycine control, % at 25 µM | 340,000 compounds, 2.5% hits | AID 1259313;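 active = melting temperature shift of at least 10% of the positive control shift, at one fixed dose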
MPTP block – permeability transition pore inhibition | isolated mouse mitochondria, Ca2+ swelling absorbance, 30 min | inhibition, % at 10 µM | 360,000 compounds, 1.4% hits;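 active = inhibition of 50% or more, scaled per plate between neutral and stimulator controls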;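 note: 0% = DMSO wells given calcium and 100% = 1 mM EGTA wells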
* marks the source's active call; other numbers are inactive results; · = no result given.

Value order – GRIN3A LBD mod, SENP1 FRET inh, hIAP activ, MPTP block, PfGluPho inh, SENP6 block, SENP8 block, ATG4B inhibitor
1) CC(C(=O)N1CCOCC1)N1C(=O)C2C3CC(C(Br)C3Br)C2C1=O (stereo not drawn)
  1, 3, 0.96, 2.0, -9, -7, 17, 11
2) COc1cccc(S(=O)(=O)Nc2ccc(C(=O)N3CCCCCC3)cc2)c1
  1, 1, 1, 1.3, -14, -14, 14, 3
3) CN(C(=O)Cn1cc(C(F)(F)F)ccc1=O)c1c(N)n(Cc2ccccc2)c(=O)[nH]c1=O
  -3, -2, 1, 0.2, -22, -7, 30, 4
4) O=C(Nc1cccc(Cl)c1)c1ccc(Cn2cc(Cl)cn2)cc1
  -3, 1, 1.1, 0.8, 19, 43, 30, -7
5) Cc1ccc(C(=O)Nc2nc(C)c(C(=O)Nc3ccc4c(c3)CCC4)s2)cc1
  19*, -26, 0.96, 0.8, 3, 66*, -115, 6
6) COCCN(C(=O)C(C)C)c1nnc(-c2ccc(C)cc2)s1
  2, 0, 0.95, 1.2, -11, -11, -20, -7
7) CC(C)CCCC(C)NC(=O)c1cc(S(=O)(=O)N2CCCCC2)ccc1N1CCOCC1 (stereo not drawn)
  2, 1, 1.1, -1.0, -2, 8, -21, -1
8) COc1ccc(S(=O)(=O)N2CCCC(C(=O)N3CCN(Cc4ccccc4)CC3)C2)cc1Cl (stereo not drawn)
  ·, 4, ·, -0.2, 11, ·, 17, ·
9) O/N=C1/CCSc2ccccc21
  0, 2, 0.96, 10, 15, -3, 16, -2
10) N#Cc1c(N)nc2c(c1-c1ccncc1)CCCC2
  1, -1, 1, 0.4, -8, -9, -299, -4
11) CCCCCCC1CC(CC(=O)Nc2ccc([N+](=O)[O-])cc2)C(=O)O1 (stereo not drawn)
  2, 2, 0.85, 27, 8, -5, 15, -9
12) Cc1ccc(NC(=S)Nc2ccc(S(=O)(=O)Nc3ncccn3)cc2)c(C)c1
  0, 2, 0.98, 1.8, -17, -13, 27, -5
13) Cc1ccc(C)c(OCCC(=O)N2CCN(S(=O)(=O)c3ccc([N+](=O)[O-])cc3)CC2)c1
  1, 4, 0.93, -0.5, 0, 0, 12, 0
14) O=C(CSc1nc2ccccc2c(=O)n1-c1ccccc1Cl)NCC1CCCO1 (stereo not drawn)
  -2, 3, 1.1, 0.7, 8, -27, -13, 7
15) CCCCC(=O)Nc1cc(C)c(NC(=O)c2cccs2)cn1
  -1, 0, 0.94, -1.0, 10, 11, 19, -3
16) Cc1coc2c1c(C)cc1oc(=O)c(CC(=O)N[C@H](C(=O)O)C(C)C)c(C)c12
  -1, 1, 1.1, 0.2, 0, -1, -257, 4
17) C#CCOCCOCCOCCNc1nc(N2CCN(C(=O)[C@H](CCCN=C(N)N)n3cc(C(N)[C@@H](C)CC)nn3)CC2)nc(N2CCN(C(=O)[C@H](CO)n3cc([C@@H](N)C(C)C)nn3)CC2)n1 (stereo partly drawn)
  1, -2, 1.1, -1.1, 6, -2, -5, -2
18) COCCNC(=O)Cn1nc(C(F)(F)F)c(Br)c1C
  2, 1, 0.97, 0.8, -3, -7, 5, -6
19) COC(=O)CCCNC(=O)c1ccc(S(=O)(=O)NCc2ccco2)cc1
  0, 0, 1, -1.6, -1, -5, 8, 2
20) Cc1sc2nc(C(C)(C)C)oc(=O)c2c1C
  -3, 1, 0.85, -1.2, -12, -1, 7, -3
21) CCn1cc(CCC(=O)NCc2ccccc2OC)c2ccccc21
  0, 0, 1, -0.1, -12, 5, -10, -7
22) CCOC(=O)C1NN=C(C(=O)c2ccc(C)cc2)C1c1ccc(C)cc1 (stereo not drawn)
  0, -4, 0.97, 1.5, 16, 2, -4, 9
23) O=C(Cc1ccc(-n2c(=O)c3sccc3n(CC(=O)Nc3ccccc3F)c2=O)cc1)NCc1ccco1
  -2, -1, 1.1, 0.4, 14, 0, 14, -5
24) Cc1cc(-c2ccccc2)n2ncc(-c3ccccc3)c2n1
  -2, 17, 1.1, 2.2, 15, 29, 22, 14
25) COc1ccc(S(=O)(=O)N(C)C[C@H]2Oc3c(NC(=O)Nc4c(C)noc4C)cccc3C(=O)N([C@H](C)CO)C[C@@H]2C)cc1
  2, 2, 1.1, -1.5, -10, 2, 8, -7
26) CN(Cc1ccc(F)cc1)C(=O)c1cccc(S(=O)(=O)N2CCN(c3ccc(F)cc3)CC2)c1
  -1, 0, 0.96, 2.6, 7, -16, 4, 0
27) O=C(Cn1cnc2sc(-c3ccccc3)cc2c1=O)N1CCOCC1
  -2, -1, 0.76, 1.6, -6, -5, -19, -3
28) CCOC(=O)c1nn(-c2ccc(Cl)cc2)c(=O)c(C#N)c1C
  1, -7, 1.2, 1.2, -7, 15, -218, 0
29) O=C(OCC(=O)c1ccc(Cl)s1)c1cnccn1
  -4, 4, 0.85, -0.9, -1, 5, 0, 5
30) Cc1ccc(NC(=S)NC(=O)C2CC2)cc1Cl
  -5, -1, 1, 0.3, 9, -25, 0, 3

Of the compounds above, these contain a thiophene ring, fused or not.
Value order – GRIN3A LBD mod, SENP1 FRET inh, hIAP activ, MPTP block, PfGluPho inh, SENP6 block, SENP8 block, ATG4B inhibitor
15) CCCCC(=O)Nc1cc(C)c(NC(=O)c2cccs2)cn1
  -1, 0, 0.94, -1.0, 10, 11, 19, -3
20) Cc1sc2nc(C(C)(C)C)oc(=O)c2c1C
  -3, 1, 0.85, -1.2, -12, -1, 7, -3
23) O=C(Cc1ccc(-n2c(=O)c3sccc3n(CC(=O)Nc3ccccc3F)c2=O)cc1)NCc1ccco1
  -2, -1, 1.1, 0.4, 14, 0, 14, -5
27) O=C(Cn1cnc2sc(-c3ccccc3)cc2c1=O)N1CCOCC1
  -2, -1, 0.76, 1.6, -6, -5, -19, -3
29) O=C(OCC(=O)c1ccc(Cl)s1)c1cnccn1
  -4, 4, 0.85, -0.9, -1, 5, 0, 5

Other structures follow.
Value order – GRIN3A LBD mod, SENP1 FRET inh, hIAP activ, MPTP block, PfGluPho inh, SENP6 block, SENP8 block, ATG4B inhibitor
31) CN(CCNS(=O)(=O)c1ccc2c(c1)oc(=O)n2C)Cc1ccccc1
  -3, -1, 0.95, -0.3, 2, -22, 0, -3
32) O=C1c2[nH]nc(-c3ccccc3O)c2C(c2cccc(Cl)c2)N1Cc1ccco1 (stereo not drawn)
  -1, 1, 2.3*, 39, -16, -16, 3, 4
33) O=C(N/C(=C\c1ccco1)C(=O)N1CCCC1)c1cccs1
  3, 3, 0.98, -0.5, 2, 3, 13, 12
34) CCC(C)C(=O)Nc1nc2ccc(OC)cc2s1 (stereo not drawn)
  -1, 0, 0.98, 1.3, -3, 0, 28, 5
35) Cc1ccc(F)cc1NC(=O)CCC(=O)c1cccs1
  7, -1, 1.1, -0.4, -4, -5, -4, 3
36) Cn1cccc1C(=O)NCCc1ccccc1
  -1, 0, 0.95, 0.4, 8, 67*, 11, -9
37) COc1ccc(NC(=O)CSc2nc3nc(C)cc(C)c3c(=O)[nH]2)cc1
  -1, 0, 0.82, 0.0, 5, 0, 0, -3
38) Cc1c(OCC(=O)NCc2ccccn2)ccc2c3c(c(=O)oc12)CCCC3
  1, 3, 1.2, -1.4, -13, 24, -123, 8
39) COc1cc(S(=O)(=O)NCc2cccnc2)ccc1F
  3, 2, 0.88, 0.6, -16, 2, 2, 7
40) O=C(Nc1ccccc1N1CCN(c2ccc(F)cc2)CC1)c1ccccc1
  1, -2, 0.89, 3.1, -4, -19, 16, 34
41) CCC1Oc2ccc(C)cc2N(CC(=O)NCc2ccco2)C1=O (stereo not drawn)
  1, 2, 1.2, -0.1, -3, -14, 3, -1
42) CC(=O)CC1(C)OC(N)=C(C#N)C1(C#N)C#N (stereo not drawn)
  -4, 0, 1.1, 1.2, -3, 3, -80, 10
43) CCc1cc2cc(C)cc(C)c2[nH]c1=S
  -1, 1, 0.94, -1.8, 45, 14, -9, 4
44) O=C(C=Cc1cccs1)c1ccc(Cl)s1
  -11, -7, ·, 0.5, 14, ·, -9, 3
45) COc1cc(OC)cc(C(=O)NC2CCN(CCCOc3ccccc3)CC2)c1
  0, -1, 1.2, 1.0, -2, -11, 33, -10
46) COc1ccc(CC(=O)OCC(=O)N2CCCc3ccccc32)cc1OC
  0, -4, 1.1, -0.1, -11, -6, 21, 0
47) CCc1ccc(NC(=O)Cn2ccn(-c3cccc(Cl)c3)c(=O)c2=O)cc1
  -1, 3, 0.9, -2.1, -3, -3, -28, -3
48) CC1CCCN(C(=O)C2CCN(CC3CC=CCC3)CC2)C1 (stereo not drawn)
  -2, 3, 0.94, -0.8, -20, -10, 16, -3
49) CCCn1c(SCC(=O)Nc2sc(C)c(C)c2C(=O)OCC)nc2c1c(=O)n(C)c(=O)n2C
  2, 1, 1.1, 4.2, -7, -12, -4, -1
50) COc1ccc(CC(=O)N2CCC3(CC2)NCCc2[nH]cnc23)cc1
  2, 0, 1.2, 1.3, 1, 1, 13, -9
51) O=C(CCNS(=O)(=O)c1ccccc1)NNC(=O)COc1ccc(Cl)cc1
  -1, 2, 1.4, -0.8, -11, 4, 7, 3
52) Cc1ccc(C)c(NC(=O)c2cc(-c3cc(C)c(C)cc3O)n[nH]2)c1
  28*, 1, 1.9, 0.2, -9, 4, 12, 6
53) COc1ccc(NC(=O)c2ccc(Br)c(S(=O)(=O)N3CCOCC3)c2)cc1
  0, 1, 0.89, -1.0, -11, -10, 8, 8
54) COC(=O)c1ccccc1NC(=O)NC1CCC(C)CC1 (stereo not drawn)
  0, 2, 0.87, 2.9, 12, -5, -255, -6
55) COC(=O)c1cnc(Oc2ccc(NC(=O)NC(=O)c3c(OC)cccc3OC)cc2)cc1C(F)(F)F
  2, 1, 0.99, 3.8, 9, -4, 6, 4
56) CC(SC(C)C(=O)NN=Cc1ccc(F)cc1)C(=O)NN=Cc1ccc(F)cc1 (stereo not drawn)
  -1, 4, ·, -2.1, -4, ·, -4, -7
57) CCC1(c2ccccc2)NC(=O)N(CC(=O)NCC2COc3ccccc3O2)C1=O (stereo not drawn)
  2, -1, 1.1, -1.7, 6, -1, 4, -2
58) COc1ccc([N+](=O)[O-])cc1N(CC(=O)N1CCOCC1)S(C)(=O)=O
  -3, 2, 0.93, -2.5, -15, 2, 14, 5
59) COc1ccc(S(=O)(=O)N2CCN(CCC(=O)Nc3ccc(F)cc3)CC2)cc1
  -1, 27, 1.1, 0.2, 0, -10, 27, -6
60) Cc1ccc(N(CC(=O)Nc2ccc3c(c2)OCCO3)S(=O)(=O)c2c(C)noc2C)cc1
  -7, 0, 1.1, -0.3, 14, -15, 19, -5
61) CN1CCCC(C#CC(O)(c2ccccc2)c2ccccc2)C1 (stereo not drawn)
  -1, 4, 0.94, -1.4, -1, 4, 14, -8

In another format: results already given.
13	Cc1ccc(C)c(OCCC(=O)N2CCN(S(=O)(=O)c3ccc([N+](=O)[O-])cc3)CC2)c1
14	O=C(CSc1nc2ccccc2c(=O)n1-c1ccccc1Cl)NCC1CCCO1 (stereo not drawn)
15	CCCCC(=O)Nc1cc(C)c(NC(=O)c2cccs2)cn1
16	Cc1coc2c1c(C)cc1oc(=O)c(CC(=O)N[C@H](C(=O)O)C(C)C)c(C)c12
17	C#CCOCCOCCOCCNc1nc(N2CCN(C(=O)[C@H](CCCN=C(N)N)n3cc(C(N)[C@@H](C)CC)nn3)CC2)nc(N2CCN(C(=O)[C@H](CO)n3cc([C@@H](N)C(C)C)nn3)CC2)n1 (stereo partly drawn)
18	COCCNC(=O)Cn1nc(C(F)(F)F)c(Br)c1C
Compound,13,14,15,16,17,18
GRIN3A LBD mod,1,-2,-1,-1,1,2
SENP1 FRET inh,4,3,0,1,-2,1
hIAP activ,0.93,1.1,0.94,1.1,1.1,0.97
MPTP block,-0.5,0.7,-1.0,0.2,-1.1,0.8
PfGluPho inh,0,8,10,0,6,-3
SENP6 block,0,-27,11,-1,-2,-7
SENP8 block,12,-13,19,-257,-5,5
ATG4B inhibitor,0,7,-3,4,-2,-6
